ROMK primary – human ROMK K+ channel modulation, primary screen; Tet-inducible ROMK, thallium flux fluorescence; actives lie on both sides; 2% of 130,000 active; B-score at 10 µM;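 active = signal ratio slope over the read window, or its plate-corrected B-score, at least 3 SD from the plate mean, either direction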;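 also: B-score of the F/F0 ratio slope over 7 to 12 s after thallium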
Target sequence (P48048 whole entry, looked up): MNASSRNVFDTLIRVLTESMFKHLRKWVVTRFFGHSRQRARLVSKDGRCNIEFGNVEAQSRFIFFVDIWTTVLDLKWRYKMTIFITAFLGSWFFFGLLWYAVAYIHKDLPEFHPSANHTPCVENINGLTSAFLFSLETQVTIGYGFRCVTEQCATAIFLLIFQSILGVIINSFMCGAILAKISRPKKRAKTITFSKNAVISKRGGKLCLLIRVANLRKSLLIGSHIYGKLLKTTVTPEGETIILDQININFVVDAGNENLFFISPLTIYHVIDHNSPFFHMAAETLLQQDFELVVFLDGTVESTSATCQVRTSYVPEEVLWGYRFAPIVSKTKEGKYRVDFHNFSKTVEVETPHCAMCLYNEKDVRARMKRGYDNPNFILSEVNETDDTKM
PPARg SRC1 recr – PPARgamma-driven SRC-1 recruitment agonism; activation, % at 8 µM; AID 631; P37231; PPARgamma-SRC-1 coactivator recruitment biochemical assay; 0.41% of 200,000 active; in the data active = activation above about 19%;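 also: 0% = DMSO and 100% = reference agonist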
Diaphorase inh – diaphorase inhibition or chemical oxidation counter-screen | inhibition, % at 20 µM | AID 1217 | diaphorase resazurin-to-resorufin fluorescence, NADH, 16 min; bacterial (C. kluyveri) enzyme, not human | 0.69% of 190,000 active;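 active = primary screen inhibition at 20 µM above a set limit, cut at about 50% in these data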;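 also: plate controls were DMSO with full reaction for no effect and wells lacking NADH for full effect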
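material = Clostridium kluyveri diaphorase enzyme | amount = 0.14 U/mL diaphorase, enzyme working solution | schedule = incubation 16 min, room temperature | detection = fluorescence of resorufin formed from resazurin, Ex 544/Em 590 nm | benchmarks = positive control minus NADH, DMSO neutral control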
PPARg SRC2 recr – PPARgamma-driven SRC-2 recruitment agonism. PPARgamma LBD-SRC-2 recruitment, biochemical. 0.34% of 200,000 active. P37231. activation, % at 8 µM; in the data active = activation above about 22%;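 also: 0% = vehicle and 100% = reference agonist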
SRC2 TRFRET art – flags TR-FRET format artefacts in PPARgamma SRC-2 recruitment agonist screen; TR-FRET ratio at 8 µM; 0.4% of 200,000 active; TR-FRET artefact counter-screen; active compounds read high; in the data active = TR-FRET ratio above about 2000; also: inactives centre near 1500
G6PDH counter – inhibits Leuconostoc G6PDH, flagging false hits in G6PDH-based assays; Purified L. mesenteroides G6PDH, diaphorase/resazurin coupled fluorescence, 45 min; 0.12% of 200,000 active; inhibition, % at 5 µM; in the data active = inhibition above about 50%
PMI act satM6P – activators of human phosphomannose isomerase at near-saturating mannose 6-phosphate. coupled PMI enzyme assay, resazurin fluorescence, 20 min; active compounds read high; 1 = untreated enzyme, 0 = substrate-free blank. activation factor at 20 µM. 0.34% of 190,000 active;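 active = activation factor of 2 or more at 20 µM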
Target sequence (P34949 whole entry, looked up): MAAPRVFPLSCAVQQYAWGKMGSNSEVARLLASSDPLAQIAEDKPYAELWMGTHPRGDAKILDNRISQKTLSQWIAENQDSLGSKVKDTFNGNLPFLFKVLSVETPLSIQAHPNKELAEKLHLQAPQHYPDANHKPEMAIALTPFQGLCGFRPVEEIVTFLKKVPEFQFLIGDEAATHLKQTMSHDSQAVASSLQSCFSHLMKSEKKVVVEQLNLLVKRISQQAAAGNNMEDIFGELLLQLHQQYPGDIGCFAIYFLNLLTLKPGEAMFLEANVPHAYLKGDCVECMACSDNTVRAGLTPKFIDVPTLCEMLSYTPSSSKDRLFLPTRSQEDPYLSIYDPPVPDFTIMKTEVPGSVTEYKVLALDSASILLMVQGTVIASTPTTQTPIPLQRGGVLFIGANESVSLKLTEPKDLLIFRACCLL
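Material: human phosphomannose isomerase with PGI, G6PDH, diaphorase coupling enzymes; amount: PMI at 15 ng/mL final; also added: Mannose-6-phosphate 1.0 mM (near-saturating) plus 0.22 mM NADP+; incubation: enzyme reaction with compound 20 min at room temperature; signal: resorufin fluorescence (Ex 544/Em 590 nm) from resazurin via diaphorase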
S1P3 antag – S1P3 (human) receptor antagonism; Q99500; CHO S1P3 NFAT-BLA reporter, FRET fluorescence, antagonist mode; 0.27% of 170,000 active; AID 485; inhibition, % at 4.98 µM;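 active = inhibition above the plate cutoff, the mean inhibition of test wells on that plate plus 3 SD, cut at about 28% in these data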;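 also: cells challenged with S1P at its EC80 of 0.8 µM; blue over green emission ratio from cleaved BLA substrate after 4 h stimulation; 0% = S1P-stimulated wells and 100% = unstimulated DMSO-only wells; some compounds past the cut are filed as inactive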
PPARg SRC3 recr – promotes SRC-3 coactivator recruitment by human PPARgamma. P37231. biochemical PPARgamma/SRC-3 coactivator recruitment assay. activation, % at 8 µM. 0.26% of 200,000 active. AID 731; in the data active = activation above about 23%;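 also: 0% = DMSO and 100% = reference agonist; some compounds past the cut are filed as inactive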
PMI act – increases human mannose-6-phosphate isomerase activity; AID 1214; P34949; purified human PMI, coupled resazurin fluorescence, 20 min; active compounds read high; 1 = vehicle control, 0 substrate-free wells; activation factor at 20 µM; 0.005% of 190,000 active;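 active = activation factor of 2 or more at 20 µM, relative to plate controls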
Diaphorase act – counter-screen for diaphorase-based assays: diaphorase activators and chemical reducers | Diaphorase/resazurin coupled assay, resorufin fluorescence, 16 min; active compounds read high; 1 = vehicle wells, 0 = NADH-free wells | activation factor at 20 µM | 0.005% of 190,000 active;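 active = diaphorase activity raised at least twofold by the compound at 20 µM; inactive = activation factor below 2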
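System – purified diaphorase enzyme from Clostridium kluyveri · Input – enzyme 0.07 U/mL final · Also added – final NADH 0.114 mM, resazurin 0.1 mM · Measured by – fluorescence of resorufin, 544 nm excitation, 590 nm emission · Timing – 16 min enzyme reaction, ambient temperature · Measure – resorufin increase flagging diaphorase activators or reducers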
Active calls of the source: *; x = no result given.

SMILES	ROMK primary	PPARg SRC1 recr	Diaphorase inh	PPARg SRC2 recr	SRC2 TRFRET art	G6PDH counter	PMI act satM6P	S1P3 antag	PPARg SRC3 recr	PMI act	Diaphorase act
N#Cc1ccc(NC(=O)COC(=O)CCNS(=O)(=O)c2ccccc2)cc1	x	-5	12	-5	1433	6	1	-1	1	0.9	0.9
COC(=O)C1=C(C)N(C2CCCCC2)C(=O)/C1=C\c1cccs1	-0.43	7	16	-2	1531	-2	0.9	-3	2	1	0.8
Cc1cc(C)c(NC(=O)COC(=O)C2CCC(=O)N2)c(C)c1 (stereo not given)	1.5	2	20	1	1760	11	0.8	2	4	1.1	0.8
CC(C)C(=O)N=C1SC2CS(=O)(=O)CC2N1Cc1ccccc1 (stereo not given)	-0.16	0	0	0	1759	0	0.9	-8	1	1	1
COc1ccccc1/C=C/C=N/NC(=O)c1cnccn1	-0.3	3	6	18	1628	9	1	-26	9	1	0.9
CC(=O)c1ccc(NC(=O)C(C)N(C)CC(=O)Nc2ccccc2Cl)cc1 (stereo not given)	-0.0093	4	-1	14	1703	7	1.1	-12	8	1	1
C/C(CC(=O)Nc1ccc(OCc2ccccc2)cc1)=N\NC(=O)C(=O)Nc1ccccc1C	x	2	-13	7	1714	1	1.2	x	4	1.3	1.1
C[C@@H]1C=C(C(=O)O)O[C@H](OCc2ccc(CO)cc2)C1	x	1	21	-6	1353	7	1	3	-6	0.9	0.8
c1ccc2[nH]c(SCc3ccc(-c4nnco4)cc3)nc2c1	x	4	17	7	1650	-1	1	-14	-1	1	0.8
Cc1ccc2c(C)nc(Nc3ncc4c(n3)CCCC4=O)nc2c1	x	7	x	2	1479	x	x	-27	-8	x	x
O=Cc1ccc2noc(-c3ccc(F)cc3)c2c1	-3.1*	1	12	13	1648	-4	1.9	x	5	1.4	0.9
Brc1ccc2c(c1)CNc1c(ncnc1N1CCOCC1)O2	x	1	11	-1	1325	3	1	x	2	1	0.9
CSc1ccc(-c2nc(CSCC(=O)N3CCOCC3)c(C)o2)cc1	x	3	21	4	1470	2	1.1	-1	9	0.9	0.8
CCOC(=O)Nc1ccc(S(=O)(=O)N2CCC(C)CC2)cc1	0.58	-4	7	6	1594	1	1	-13	5	1	0.9
CCSc1nc(-c2ccc(OC)cc2)n(-c2nc3ccccc3s2)n1	0.83	-2	25	6	1399	-40	0.9	12	4	0.8	0.8
O=C(CN1CCCCC1)N=Nc1c(O)[nH]c2ccccc12	x	8	11	5	1538	10	1	-2	5	1	0.9
Cc1cnc(C(=O)Nc2nnc(C(C)C)s2)cn1	x	6	21	4	1487	12	0.8	0	7	0.8	0.8
CCc1ccc(Nc2nnc(SCn3nnc4ccccc4c3=O)s2)cc1	0.61	0	8	5	1619	2	1	x	8	0.9	0.9
Cc1cccc(-n2ncc3c(NC4CCCCC4)ncnc32)c1	x	4	6	6	1563	-1	1	26	3	1	0.9
CCC(CC)C(=O)NCc1ccccc1OC	x	5	15	4	1670	2	1	-10	-1	1	0.9
CC(O)c1cccc(NC(=O)Cc2cccc3ccccc23)c1 (stereo not given)	-1.3	-6	6	-4	1494	1	1	13	-3	1	0.9
COc1ccc(-c2nnn3c2nc(NCc2ccccc2)c2ccccc23)cc1	0.57	-1	-3	-1	1503	-4	1	6	2	1.1	1
Cc1cc(C(=O)COC(=O)c2cc(Cl)ccc2N)c(C)n1Cc1ccco1	0.36	3	19	-1	1652	-5	1	12	4	1	0.8
Cc1cc(Nc2ccc(F)cc2F)n2nc(C)nc2n1	x	2	15	2	1554	3	1	-34	2	1	0.9
COc1ccc(OC)c(S(=O)(=O)NCCC2=CCCCC2)c1	-0.56	-1	-6	14	1686	-1	1	2	-4	1	1.1
O=C1C2CCCCC2C(=O)N1c1ccc(NC2CCN(Cc3ccccc3)CC2)c([N+](=O)[O-])c1 (stereo not given)	-2.7	-2	-4	-4	1514	-6	1.1	-13	-3	1.1	1
Cc1cccc(/C(N)=N/OC(=O)c2ccccc2Cl)c1	-0.22	-1	9	6	1459	2	1	-3	5	1	0.9
Cc1ccc(NC(=S)N(CCCN(C)C)Cc2cc3cc4c(cc3[nH]c2=O)OCO4)c(C)c1	-1.1	9	7	2	1602	6	1	0	4	1	0.9
O=C(Nc1ncc(C(F)(F)F)cc1Cl)c1ccc(S(=O)(=O)N2CCOCC2)cc1	-0.22	-4	13	3	1519	7	1	-13	4	1	0.9
O=c1cc2c(nn1Cc1cccc([N+](=O)[O-])c1)-c1ccccc1CC2	-8.3*	3	10	4	1562	2	0.9	4	0	1	0.9

Compound profiles (already shown). Order of screens: ROMK primary	PPARg SRC1 recr	Diaphorase inh	PPARg SRC2 recr	SRC2 TRFRET art	G6PDH counter	PMI act satM6P	S1P3 antag	PPARg SRC3 recr	PMI act	Diaphorase act
Cc1cnc(C(=O)Nc2nnc(C(C)C)s2)cn1 reads x	6	21	4	1487	12	0.8	0	7	0.8	0.8
COc1ccc(OC)c(S(=O)(=O)NCCC2=CCCCC2)c1 reads -0.56	-1	-6	14	1686	-1	1	2	-4	1	1.1
O=C(Nc1ncc(C(F)(F)F)cc1Cl)c1ccc(S(=O)(=O)N2CCOCC2)cc1 reads -0.22	-4	13	3	1519	7	1	-13	4	1	0.9
CCC(CC)C(=O)NCc1ccccc1OC reads x	5	15	4	1670	2	1	-10	-1	1	0.9
CCc1ccc(Nc2nnc(SCn3nnc4ccccc4c3=O)s2)cc1 reads 0.61	0	8	5	1619	2	1	x	8	0.9	0.9

Copied from the list.
CC(O)c1cccc(NC(=O)Cc2cccc3ccccc23)c1 (stereo not given) | PMI act: 1
COc1ccc(-c2nnn3c2nc(NCc2ccccc2)c2ccccc23)cc1 | ROMK primary: 0.57

Further compounds.
SMILES	ROMK primary	PPARg SRC1 recr	Diaphorase inh	PPARg SRC2 recr	SRC2 TRFRET art	G6PDH counter	PMI act satM6P	S1P3 antag	PPARg SRC3 recr	PMI act	Diaphorase act
Cc1c(C=O)c2ccccn2c1C(=O)c1ccccc1	-0.51	-2	10	0	1534	3	1	x	-15	1	0.9
O=C(Nc1ccccc1Sc1ccccc1)C1CCCO1 (stereo not given)	-0.11	0	-3	0	1363	-17	1	-5	-4	0.9	1
CC(=O)Nc1ccccc1OC(C)C(=O)N1CCC(C)CC1 (stereo not given)	0.063	3	4	4	1609	1	0.9	-10	-7	1.1	1
Cc1nc(-c2ccccc2)sc1C(=O)CSc1ccc(Cl)cc1	x	1	31	1	1620	-36	0.8	x	6	0.8	0.7
Cc1ccc(-n2c(Cc3ccccc3)n[nH]c2=S)c(C)c1	-0.49	0	18	-1	1583	-2	0.8	0	8	0.9	0.8
Cc1ccccc1Nc1nc(-c2sc(NC(=O)c3ccc([N+](=O)[O-])cc3)nc2C)cs1	x	4	23	1	1506	6	0.8	x	10	0.8	0.8
Nc1nc2c(s1)C(=O)CCC2	0.95	6	11	5	1560	4	0.9	2	11	1	0.9
NC(=O)c1c(NC(=O)CSc2nnc(-c3ccccc3)n2CC2CCCO2)sc2c1CCC2 (stereo not given)	x	6	26	1	1436	-17	0.8	-6	6	0.8	0.7
COc1ccc(CC(=O)NCC(=O)N/N=C/c2ccc(C)o2)cc1	x	3	5	5	1604	-6	1	1	-3	1	1
COCCCNC(=O)CCC(=O)NNc1nc2ccccc2c2nc(-c3ccccc3)nn12	x	-10	14	-7	1443	-2	0.8	-14	2	0.8	0.9
CCn1c(COc2cccc(OC)c2)nnc1SCC(=O)Nc1cccc(OC)c1	x	-3	6	-4	1420	9	1	-26	5	0.9	0.9
Cc1ccc(OCC(=O)Nc2cccc(-c3nnc(-c4ccccc4)o3)c2)c(C)c1	0.71	6	3	-2	1520	5	1.1	x	9	1	1
CC(=O)C(Sc1ccc2nnc(-c3ccc(C)cc3)n2n1)C(C)=O	x	5	25	0	1626	7	1.1	12	2	0.9	0.8
O=C(O)c1nc(-c2ccccc2)n(-c2ccccc2)n1	0.43	2	0	6	1586	13	1.1	4	6	1	1
Cc1cc(-c2nn(-c3ccccc3F)cc2CN2CCCC(C(N)=O)C2)c(C)s1 (stereo not given)	0.29	4	14	-6	1603	15	0.9	-6	2	0.9	0.9
O=C(NCCN1C(=O)C2C3C=CC(C3)C2C1=O)N1CCOCC1 (stereo not given)	x	4	12	-6	1580	-1	0.9	-26	6	1	0.9
COc1ccc(-c2nc(C(F)(F)F)c(OC)o2)cc1OC	-1.2	0	16	2	1542	1	1	-5	3	1.1	0.8
COC(=O)Nc1nnc(SCc2ccc(C)cc2)s1	x	3	8	2	1687	3	1	0	-2	1	0.9
CCCc1c(C)nn(-c2ncccc2[N+](=O)[O-])c1C	-1.1	2	-12	4	1545	3	1	-8	4	1	1.1
O=C(COc1ccc(-c2ccccc2)cc1)N1CCCC1	-0.29	3	x	2	1535	15	x	-12	-2	x	x
N#C/C(=C\c1ccc([N+](=O)[O-])cc1)c1ccccn1	x	16	18	5	1550	3	0.8	5	6	0.9	0.8
Cn1c(C(O)c2ccccc2F)nc(Cl)c1Cl (stereo not given)	0.39	6	12	-6	1542	8	1	1	-6	0.9	0.9
COc1cc2cc(C(c3nnnn3C3CCCC3)N3CCCCC3)c(=O)[nH]c2cc1OC (stereo not given)	x	10	20	6	1601	2	1	-8	3	1	0.8
O=C1CCCN1CCCNC(=S)Nc1ccc(F)c(Cl)c1	-0.057	-6	-3	-5	1457	8	1	-5	2	1	1
CC(CN1CCOCC1)OC(=O)c1ccccc1Br (stereo not given)	x	5	-8	8	1430	20	1.1	12	6	1	1.1
C=C(C)Cn1c(SCC(=O)O)nnc1-c1ccc(C(C)(C)C)cc1	x	4	7	4	1638	-4	0.9	x	12	0.9	0.9
CCCOc1ccc(CCc2n[nH]c(=S)n2Cc2ccccc2)cc1	1.4	-3	26	3	1448	5	0.9	x	5	0.9	0.7
CCOC(=O)c1sc(NC(=O)C(C)Sc2nc(N)cc(=O)[nH]2)nc1C (stereo not given)	0.033	9	12	4	1629	7	1	2	0	1	0.9
COC(=O)c1cccc(NC(=S)Nc2cccc(Cl)c2C)c1	x	-2	4	3	1655	-7	1.1	-3	1	1	1
CN(C)S(=O)(=O)c1cc(NC(=O)COC(=O)Cc2ccc(Cl)cc2Cl)ccc1Cl	-0.082	5	22	15	1618	-9	0.9	13	6	0.9	0.8
Nc1nc(SCC(=O)N2CCCCCC2)[nH]c(=O)c1NC(=O)c1ccco1	x	11	9	5	1597	1	1	-12	3	0.9	0.9
